EPAC2 ag: activates human EPAC2 exchange factor; hit rate 0.079% among 360,000; Potency, µM (series often up to 154 µM), inactives show at the highest dose activation, usual class: activators; Q8WZA2; EPAC2 activation, biochemical qHTS; response scale: 100% = 6.5 mM cAMP response; note: potency is the fitted concentration of half-maximal effect; nearly all actives have a fitted effect of over 50% in size
Target sequence (Q8WZA2 whole entry, looked up): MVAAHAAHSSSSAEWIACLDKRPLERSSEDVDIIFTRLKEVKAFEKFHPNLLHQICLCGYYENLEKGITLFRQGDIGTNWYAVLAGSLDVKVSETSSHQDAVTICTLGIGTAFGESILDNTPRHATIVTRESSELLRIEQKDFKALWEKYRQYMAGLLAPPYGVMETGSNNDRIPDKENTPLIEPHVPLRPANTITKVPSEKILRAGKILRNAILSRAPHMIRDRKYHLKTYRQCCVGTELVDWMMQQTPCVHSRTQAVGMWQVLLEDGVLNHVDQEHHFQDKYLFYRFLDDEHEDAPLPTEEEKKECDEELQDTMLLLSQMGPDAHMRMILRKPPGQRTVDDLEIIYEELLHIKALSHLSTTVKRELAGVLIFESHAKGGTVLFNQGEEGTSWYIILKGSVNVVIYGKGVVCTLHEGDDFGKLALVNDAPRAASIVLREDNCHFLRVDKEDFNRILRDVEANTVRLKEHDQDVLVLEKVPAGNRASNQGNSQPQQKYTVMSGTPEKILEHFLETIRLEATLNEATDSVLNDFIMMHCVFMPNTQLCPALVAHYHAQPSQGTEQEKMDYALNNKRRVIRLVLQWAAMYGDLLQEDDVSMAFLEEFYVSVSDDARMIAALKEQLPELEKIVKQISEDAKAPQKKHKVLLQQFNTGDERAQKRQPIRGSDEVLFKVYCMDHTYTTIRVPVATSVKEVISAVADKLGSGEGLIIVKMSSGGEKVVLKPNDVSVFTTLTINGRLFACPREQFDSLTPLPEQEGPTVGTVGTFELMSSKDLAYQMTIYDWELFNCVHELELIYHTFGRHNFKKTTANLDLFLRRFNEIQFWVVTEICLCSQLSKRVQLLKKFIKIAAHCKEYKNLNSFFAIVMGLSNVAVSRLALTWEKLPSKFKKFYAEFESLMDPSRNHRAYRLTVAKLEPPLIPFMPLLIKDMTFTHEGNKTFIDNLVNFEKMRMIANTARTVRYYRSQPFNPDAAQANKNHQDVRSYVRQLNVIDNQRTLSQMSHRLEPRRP
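Exchange assay: 100 nM EPAC2 with 250 nM Rap1B-BODIPY-GDP and 50 uM GDP. Fluorescence (ex 480/em 540 nm) read every 5 min for 30 min at room temperature. Data normalized to 6.5 mM cAMP as agonist control.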
IL2 activator: IL-2 activation; IL-2 activation reporter assay, cell-based qHTS; stimulated with anti-CD3/CD4/CD28 beads; in transgenic mouse T cells; activation, % (series mostly up to about 46 µM); hit rate 0.065% among 360,000; in the data active = activation above about 50%; inconclusive = mostly about 30% to 49%; note: 0% is about no effect
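Unstimulated transgenic mouse T cells; 60-min compound exposure; bead-based TCR/CD4/CD28 stimulation; 18 h culture, 37 degrees C; dual fluorescence (EGFP, DsRed) plate cytometry.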
PLK1 PBD block: blocks phosphopeptide binding to human PLK1 polo-box domain. P53350. Plk1 PBD binding of FITC phosphopeptide, fluorescence polarization. Potency, µM, inactives show max response, negative = inhibition, hits mostly inhibitors. hit rate 2.8% among 360,000. AID 720504; note: potency is the fitted concentration of half-maximal effect; series mostly up to about 57 µM; % is set by controls: 0 for no effect and ±100 for the full control effect; nearly all actives have a fitted effect of over 65% in size
CCT chaperon mod: modulators of cytosolic chaperonin (CCT/TRiC) activity. purified chaperonin ATPase assay, HTRF ADP detection, 30 min. activity change, % (concentration not given with the values), hits read low. hit rate 0.3% among 360,000; in the data active = activity change below about -30%; note: % is set by controls: 0 for no effect and ±100 for the full control effect
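Nucleotide hydrolysis assay: TRiC at 20–40 nM final (set by batch activity) with 10 uM ATP, 30 min at 37 °C, in presence of 76 uM compound. Detection by competitive ADP HTRF, 30 min ambient.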
WRN inhibitor: inhibitors of human WRN helicase; WRN helicase unwinding, fluorescent forked duplex, kinetic; AID 651768; Q14191; Potency, µM (titrated, usually from 114 µM), for the others: at the highest dose activity change, negative = inhibition, usual class: inhibitors; hit rate 0.46% among 360,000; note: potency is the fitted concentration of half-maximal effect; % is set by controls: 0 for no effect and ±100 for the full control effect; nearly all actives have a fitted effect of over 55% in size
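Screening of the MLSMR collection measured strand separation of a quenched forked DNA duplex (100 nM) by 20 nM WRN with 2 mM ATP, all final. Compounds were preincubated with enzyme 15 min at room temperature.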
EPAC1 ag: agonists of human EPAC1; O95398; EPAC1 agonist qHTS, biochemical assay; response scale: 100% = response to 6.5 mM cAMP; Potency, µM (titrated, usually from 154 µM), for the others: top-dose activation, usual class: activators; hit rate 0.073% among 360,000; note: potency is the fitted concentration of half-maximal effect; nearly all actives have a fitted effect of over 60% in size
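Fluorescent GDP-exchange assay: 100 nM EPAC1 with 250 nM Rap1B preloaded with BODIPY-GDP and 50 uM GDP; compounds tested as concentration series, 5 min at room temperature, then read every 5 min for 30 min (ex 480/em 540 nm); normalized to 6.5 mM cAMP.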
EPAC1 antag: antagonists of human EPAC1. AID 720709. Potency, µM (series often up to 115 µM), without a hit: at the top dose activity change, negative = inhibition, actives largely listed as inhibitors. EPAC1 GEF assay, Rap1b-BODIPY-GDP exchange fluorescence. hit rate 0.14% among 360,000. O95398;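 note: potency is the fitted concentration of half-maximal effect; plate controls were vehicle for no effect and positive control for full effect; nearly all actives have a fitted effect of over 50% in size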
PI5P4Ka inh: inhibitors of human PI5P4K alpha; P48426; hit rate 1.2% among 330,000; PI5P4Kalpha enzyme, ADP-Glo luminescence, 60 min; active compounds read low; max response, %; active = max response of -50% or lower; inconclusive = between -30% and -50%; inactive = -30% or higher; note: value at the top dose of about 77 µM; % is set by controls: 0 for no effect and ±100 for the full control effect
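Enzyme plus substrate dispensed, test compounds pinned in, then ATP (5 microM final) added. After 60 min at RT, ADP-Glo reagent 1 for 45 min and reagent 2 for 30 min preceded luminescence imaging.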
The depositor's hits bear a star; u = inconclusive; x = no result given; [ ] = dose if it differs, or a comment. Unless noted, calls come from the whole dose curve; as a rule, active = well fitted curve in the direction sought with a large enough effect; inconclusive = small, poorly fitted or top-dose-only effect, or another doubt; inactive = no such curve, though single readings can be large; an effect the other way counts as inactive or inconclusive. Only part of the results is shown; count on the stated rates, not on these rows.

cpd	molecule	EPAC2 ag	IL2 activator	PLK1 PBD block	CCT chaperon mod	WRN inhibitor	EPAC1 ag	EPAC1 antag	PI5P4Ka inh
1	Cc1ccc(CNC(=O)CNC(=O)[C@@H]2Cc3ccccc3CN2)cc1	6%	-1.0	-14%	-1.0	8%	9%	-5%	-1
2	CC1=C(C(=O)Nc2ccccc2C(=O)N2CCC(C)CC2)SCCO1	-1%	-3.0	-9%	-4.6	-2%	4%	4%	1
3	COc1ccc([C@@H]2[C@@H]3C(=O)N(C(C)(C)C)C(=O)[C@@H]3[C@]3(Cc4ccccc4)C(=O)N(c4cccc(Br)c4)C(=O)N23)cc1	-3%	0.3	-4%	1.3	-3%	1%	-9%	9
4	COC(=O)Cc1ccc(NC(=S)NCc2ccc(Cl)cc2)cc1	-10%	0.8	0%	-0.5	-22%	3%	-10%	7
5	CC(C)CCNC(=O)C(=O)NC1CCCC1	-5%	-2.2	-7%	-7.3	-4%	-9%	-1%	7
6	CC(C)(CO)Nc1nc(Nc2ccccc2)nc(Nc2ccccc2)n1	13%	1.2	-3%	-4.1	-4%	5%	-8%	-6
7	COCC(=O)N1CCC(n2nccc2NC(=O)c2ccccc2OC)CC1	2%	-5.7	-6%	0.8	-19%	-3%	4%	6
8	COc1ccccc1C(=O)NCC(=O)N/N=C(\C)Cc1ccccc1	13%	-1.6	-7%	-0.4	-5%	4%	-22%	-1
9	Cc1c(NS(=O)(=O)c2cc(C(=O)O)ccc2Cl)c(=O)n(-c2ccccc2)n1C	13%	1.2	-9%	-3.0	4%	-3%	u	-4
10	Cc1cccc(C(=O)N[C@H](C(=O)Nc2cccc(S(=O)(=O)N3CCCC3)c2)C(C)C)c1	-2%	-1.0	-4%	0.2	-11%	0%	-14%	1
11	CSc1ccc(C2Nc3cccc4cccc(c34)N2)cc1	13%	-0.7	-11%	1.5	-11%	5%	-1%	2
12	CCc1nc2c(OCc3ccccc3)cccn2c1N(C)C(C)=O	2%	0.1	2%	-2.1	-3%	7%	7%	2
13	COc1ccc(C(=O)OCC(=O)Nc2sccc2C(N)=O)cc1OC	-2%	-2.8	0%	-0.3	-8%	2%	4%	-7
14	COc1ccc(CCC(=O)N2CCCC(Nc3ccc(OC)cc3)C2)cc1 (stereo not given)	-1%	-0.1	-6%	0.0	7%	-9%	8%	3
15	Cc1ccc(C(=O)N/C(=C/c2cccs2)C(=O)NCCCn2ccnc2)cc1	-7%	0.2	-2%	-1.6	10%	2%	-11%	2
16	CC1=C(C(=O)N2CCOCC2)CC(CC(=O)NC(c2ccccc2)c2ccccc2)C(=O)N1Cc1ccc(C(C)(C)C)cc1 (stereo not given)	-13%	5.1	3%	-0.7	1%	9%	-6%	-7
17	C[C@H](CO)N1C[C@H](C)[C@@H](CN(C)S(=O)(=O)c2cccs2)Oc2c(NC(=O)Cc3ccccc3)cccc2C1=O	7%	2.5	-12%	-0.7	-4%	2%	3%	-7
18	CC(NC(=O)C1CCN(C(=O)Nc2ccccc2)CC1)c1ccccc1Cl (stereo not given)	5%	-0.1	-11%	0.7	-3%	-2%	-12%	1
19	O=C(Nc1ccc2c(c1)OCO2)N1CCCC1	-1%	-2.9	-4%	-1.4	0%	10%	-23%	2
20	COc1cc(C=NNc2nc3c([nH]2)c(=O)n(C)c(=O)n3C)ccc1O	4%	-0.2	-6%	-0.7	0%	1%	-1%	0
21	CCN(Cc1ccncc1)Cc1c(O)ccc2ccccc12	2%	-3.8	2.7µM*	-2.7	-29%	18%	u	-1
22	CN(C)c1cccc(NC(=O)C2(C)CC2(Cl)Cl)c1 (stereo not given)	-5%	0.3	-9%	0.8	8%	5%	-4%	3
23	Cc1c(NS(=O)(=O)N2CCCC2)c(=O)n(-c2ccccc2)n1C	1%	-2.7	-7%	-0.6	3%	9%	5%	19
24	O=C(c1csc2c1CCCC2)N1CCCCC1	2%	-0.1	-1%	3.2	-12%	-2%	15%	x
25	O=C(OCC1OC(n2ncc(=O)[nH]c2=O)C(OC(=O)c2ccccc2)C1OC(=O)c1ccccc1)c1ccccc1 (stereo not given)	6%	-0.3	u	0.1	-9%	-7%	u	-4
26	Cc1ccc2nc(-c3sc4nc(C)cc(C)c4c3N)[nH]c2c1	-13%	0.7	1%	-0.6	-5%	-7%	-2%	-8
27	COc1ccccc1CN(C)C(=O)CN1CCN(S(=O)(=O)c2ccc3c(c2)OCCCO3)CC1	-2%	0.1	3%	1.9	7%	-9%	13%	1
28	COC(=O)c1ccc(C23CC4(C2)[C@H](CN(Cc2ccc(-c5ccccc5)cc2)[C@@H]4c2ccccc2)C3c2ccccc2)cc1 (stereo not given in full)	-2%	-0.1	-11%	0.3	-5%	-3%	-11%	-2
29	COc1ccc(OC)c(N2C(=NC(=O)C3CCCCC3)SC3CS(=O)(=O)CC32)c1 (stereo not given)	-8%	-0.3	-2%	2.4	-2%	-7%	9%	0
30	COC(=O)c1c(NC(=O)CSc2nccn2C)sc(C)c1C	11%	-5.0	-16%	0.8	-5%	2%	-18%	4
31	CS(=O)(=O)N1CCC(C(=O)Nc2ccccc2Sc2ccccc2)CC1	4%	-2.5	-7%	-3.2	4%	1%	-14%	1
32	Cc1cc2oc3ccc(NCCCN4CCOCC4)cc3c(=O)c2cc1C	6%	-1.3	3%	-0.8	-3%	-16%	0%	-1
33	COc1cccc2c(C)cc(N3CCCCCC3)nc12	2%	2.1	-15%	1.0	-1%	-3%	-1%	-4
34	COc1ccc(C2c3c(-c4ccccc4)n[nH]c3C(=O)N2c2ccc(C(=O)O)cc2)cc1 (stereo not given)	1%	-1.7	-1%	-0.9	1%	5%	-21%	0
35	COCCN(C(=S)Nc1c(C)cccc1C)C(C)c1cccnc1 (stereo not given)	2%	-0.8	-4%	0.3	-14%	-3%	8%	4
36	CCc1cccc(NC(=O)CN(c2ccc(C)cc2)S(=O)(=O)c2c(C)noc2C)c1	4%	-0.7	-2%	3.7	-15%	8%	-14%	20

The list goes on:
Screens by letter – A = EPAC2 ag; B = IL2 activator; C = PLK1 PBD block; D = CCT chaperon mod; E = WRN inhibitor; F = EPAC1 ag; G = EPAC1 antag; H = PI5P4Ka inh
37	Cc1[nH]c(=O)nc2c1CCC2
  A = 5% | B = -3.1 | C = 1% | D = 1.0 | E = 7% | F = -12% | G = -9% | H = -3
38	CCc1cc(C(=O)N2CCCC(C(=O)c3cccc4ccccc34)C2)n(C)n1 (stereo not given)
  A = 5% | B = -0.3 | C = -2% | D = 1.9 | E = -1% | F = -4% | G = 11% | H = -4
39	N#CC1=C(N)OC2=C(C(=O)CCC2)C1c1cc2c(cc1Br)OCO2 (stereo not given)
  A = 7% | B = 1.1 | C = -15% | D = -1.4 | E = 3% | F = 0% | G = -15% | H = 2
40	CCC(=O)NCCc1nc2cc(NC(=O)c3ccccc3OC)ccc2n1C
  A = -2% | B = -0.6 | C = -7% | D = 4.7 | E = -18% | F = -5% | G = 20% | H = x
41	CN(CC(=O)Nc1cc(C(F)(F)F)ccc1-n1cncn1)Cc1ccccc1N1CCOCC1
  A = 4% | B = 0.1 | C = 0% | D = -1.6 | E = -5% | F = -7% | G = -18% | H = 5
42	CCOC(=O)C1C(C(=O)OC)=C(c2ccc(OC)cc2)c2ccc(OC)cc2N1S(=O)(=O)C(F)(F)F (stereo not given)
  A = -7% | B = -0.7 | C = -9% | D = 1.5 | E = -9% | F = -8% | G = -13% | H = 1
43	Fc1cc(F)nc(NCc2ccccc2)n1
  A = -1% | B = 0.7 | C = 4% | D = -0.8 | E = -2%[57.1 µM] | F = -10% | G = -8% | H = -5
44	O=S(=O)(c1ccc(Cl)c(NC(=S)N/N=C/c2c(F)cccc2F)c1)N1CCOCC1
  A = 6% | B = -2.7 | C = 4% | D = -1.3 | E = -20% | F = 5% | G = u | H = -5
45	Cc1ccc(O)c(C2=NOC(O)(C(F)(F)C(F)F)C2)c1 (stereo not given)
  A = 5% | B = -0.8 | C = -5% | D = 0.9 | E = -10% | F = 9% | G = 7% | H = x
46	Cc1c(C(=O)Nc2nnc(C(F)(F)F)s2)oc2ccccc12
  A = 0% | B = -2.2 | C = -19% | D = 1.0 | E = 3% | F = 5% | G = 2% | H = x
47	COc1ccc(/C=N/Nc2nc(C)cc(=O)[nH]2)cc1OC
  A = 5% | B = -0.7 | C = -4% | D = -2.9 | E = -18% | F = -4% | G = -19% | H = 2

Taken from above.
Under EPAC2 ag, `O=S(=O)(c1ccc(Cl)c(NC(=S)N/N=C/c2c(F)cccc2F)c1)N1CCOCC1` has the entry 6%
Under EPAC2 ag, `Cc1ccc(O)c(C2=NOC(O)(C(F)(F)C(F)F)C2)c1` (stereo not given) has the entry 5%
Under PI5P4Ka inh, `CN(CC(=O)Nc1cc(C(F)(F)F)ccc1-n1cncn1)Cc1ccccc1N1CCOCC1` has the entry 5
Under EPAC1 ag, `CCOC(=O)C1C(C(=O)OC)=C(c2ccc(OC)cc2)c2ccc(OC)cc2N1S(=O)(=O)C(F)(F)F` (stereo not given) has the entry -8%
Under PLK1 PBD block, `N#CC1=C(N)OC2=C(C(=O)CCC2)C1c1cc2c(cc1Br)OCO2` (stereo not given) has the entry -15%

3 entries from above, set out differently:
45) Cc1ccc(O)c(C2=NOC(O)(C(F)(F)C(F)F)C2)c1 (stereo not given)
  EPAC2 ag: 5%	IL2 activator: -0.8	PLK1 PBD block: -5%	CCT chaperon mod: 0.9	WRN inhibitor: -10%	EPAC1 ag: 9%	EPAC1 antag: 7%	PI5P4Ka inh: x
46) Cc1c(C(=O)Nc2nnc(C(F)(F)F)s2)oc2ccccc12
  EPAC2 ag: 0%	IL2 activator: -2.2	PLK1 PBD block: -19%	CCT chaperon mod: 1.0	WRN inhibitor: 3%	EPAC1 ag: 5%	EPAC1 antag: 2%	PI5P4Ka inh: x
47) COc1ccc(/C=N/Nc2nc(C)cc(=O)[nH]2)cc1OC
  EPAC2 ag: 5%	IL2 activator: -0.7	PLK1 PBD block: -4%	CCT chaperon mod: -2.9	WRN inhibitor: -18%	EPAC1 ag: -4%	EPAC1 antag: -19%	PI5P4Ka inh: 2

Source: PubChem BioAssay
